RGS4 pot: RGS4 potentiators or activators, primary screen, cell-based, HEK293 M3R inducible RGS4, calcium flux; 310,000 tested, 0.92% active; AID 463111, 2010; carbachol calcium flux Fluo4; hits give low values; B-score at 10 µM;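 active means B-score of the integrated calcium signal more than 4 SD below the library mean, with starting fluorescence not abnormally high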;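 further: negative B-score means reduced calcium response which marks RGS4 activation or potentiation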
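test system = HEK293 cells with stable M3R and inducible RGS4 | schedule = recording 10 s baseline at 1 Hz, 100 s post-agonist | technique = Fluo4-AM (2 µM) calcium-flux fluorescence, kinetic read | measure = Agonist-evoked peak-minus-minimum fluorescence over baseline, integrated ratio, B score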
KCNQ1 block: inhibitors of human KCNQ1 channel, primary screen, cell-based, thallium flux, high-throughput; Potassium voltage-gated channel subfamily KQT member 1 (Homo sapiens), P51787; CHO-K1 KCNQ1, FluxOR thallium flux fluorescence; hits give high values; B-score at 10 µM; 310,000 tested, 1.3% active;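 active means compounds whose thallium flux B-score, printed positive for inhibition, exceeds three library SD while starting fluorescence stays within three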;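 further: channel opened by potassium depolarization with thallium stimulus after 20 min compound exposure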
TMEM16A act: TMEM16A chloride channel activators or potentiators, primary screen, cell-based, HTS | Anoctamin-1 (Mus musculus), Q8BHY3 | HEK293 TMEM16A/YFP-H148Q/I152L, iodide quench fluorescence; hits give low values | B-score at 10 µM | 340,000 tested, 0.3% active | AID 623877, 2012;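 active means fluorescence-ratio B-score plate-corrected deviation score at least 3 library SD below zero, with starting fluorescence score within 5 deviations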;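 further: channel opened by trigger with iodide after compound preincubation; score built on the fluorescence ratio of max minus min over baseline; more negative score means more quench and so TMEM16A activation or potentiation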
Target sequence (Q8BHY3 whole entry, looked up): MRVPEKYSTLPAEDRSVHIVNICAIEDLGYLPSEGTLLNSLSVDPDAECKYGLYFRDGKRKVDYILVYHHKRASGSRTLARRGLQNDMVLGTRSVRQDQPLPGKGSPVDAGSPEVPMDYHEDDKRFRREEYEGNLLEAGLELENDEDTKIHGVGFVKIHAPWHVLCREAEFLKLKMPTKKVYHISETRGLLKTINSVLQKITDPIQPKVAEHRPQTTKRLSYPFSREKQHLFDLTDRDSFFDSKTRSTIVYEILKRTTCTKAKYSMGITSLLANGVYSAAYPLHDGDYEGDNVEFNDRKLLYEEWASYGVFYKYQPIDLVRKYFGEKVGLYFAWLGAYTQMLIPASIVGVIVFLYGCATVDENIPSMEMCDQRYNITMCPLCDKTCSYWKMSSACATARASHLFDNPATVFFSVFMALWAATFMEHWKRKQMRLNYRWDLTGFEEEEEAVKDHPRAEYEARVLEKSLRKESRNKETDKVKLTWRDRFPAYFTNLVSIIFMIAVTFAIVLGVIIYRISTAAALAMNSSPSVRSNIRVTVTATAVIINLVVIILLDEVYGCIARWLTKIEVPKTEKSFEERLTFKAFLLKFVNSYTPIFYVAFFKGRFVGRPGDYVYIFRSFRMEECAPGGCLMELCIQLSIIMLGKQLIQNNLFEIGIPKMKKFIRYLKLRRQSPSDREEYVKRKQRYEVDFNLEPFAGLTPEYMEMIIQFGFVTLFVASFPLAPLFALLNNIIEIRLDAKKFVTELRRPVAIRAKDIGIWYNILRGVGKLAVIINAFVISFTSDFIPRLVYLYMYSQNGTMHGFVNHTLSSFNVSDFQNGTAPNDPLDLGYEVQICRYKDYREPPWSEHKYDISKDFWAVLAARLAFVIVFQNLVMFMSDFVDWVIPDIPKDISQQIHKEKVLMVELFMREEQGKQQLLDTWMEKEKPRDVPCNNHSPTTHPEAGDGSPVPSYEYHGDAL
KCNK3 block: human KCNK3 channel inhibitors, primary screen, CHO cells, FluxOR thallium flux, B-score; Potassium channel subfamily K member 3 (Homo sapiens), O14649; FluxOR fluorescence; hits give low values; B-score at 10 µM; 340,000 tested, 0.84% active; AID 602410, 2012;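 active means B-score under library mean minus 4 SD, starting fluorescence ratio at most library mean plus 5 SD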;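 further: more negative B-score means stronger inhibition of thallium flux through KCNK3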
hERG protect: hERG rescue from dofetilide block, primary screen, cell-based, CHO-hERG, FluxOR thallium flux, dofetilide IC70; Voltage-gated inwardly rectifying potassium channel KCNH2 (Homo sapiens), Q12809; dofetilide IC70 present; activation (rescue from dofetilide block), less the hit threshold, % at 10 µM; 310,000 tested, 0.51% active; AID 1511, 2009;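 active means activation above the mean of controls blocked by dofetilide plus 5 SD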;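 further: thallium influx through hERG after potassium depolarization seen as dye fluorescence rise; in these data hits start at about 4.7%; inactives centre near -7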
MrgX1 agonist: agonists of human MrgX1 receptor, primary screen, HEK293 cells, Fluo-4 calcium flux; Mas-related G-protein coupled receptor member X1 (Homo sapiens), Q96LB2; Fluo-4 calcium fluorescence, agonist mode; hits give high values; B-score at 10 µM; 310,000 tested, 0.44% active;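 active means calcium response B-score plate-corrected fluorescence ratio at least 3 library SD, with starting fluorescence B-score inside 5 SD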
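System: HEK293 cells stably expressing human MrgX1 receptor; Dosing: test compound in the initial addition of three; Schedule: overnight plating, then 30 min 37 °C plus 30 min room-temperature dye loading; Detection: kinetic calcium dye fluorescence, Fluo-4 NW; Controls: per-plate positive and negative controls for Z′ factor.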
MrgX1 PAM: positive allosteric modulators of MrgX1, primary screen, HEK293 cells, Fluo-4 calcium flux. Mas-related G-protein coupled receptor member X1 (Homo sapiens), Q96LB2. 310,000 tested, 0.63% active. FDSS; hits give high values. AID 588675, 2011. B-score at 10 µM;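 active means plate-corrected calcium response at least 3 library SD above typical, normal starting fluorescence, not activating the receptor alone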;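 further: compound read alongside a low EC10 to EC30 dose of BAM8-22 agonist; peak minus trough fluorescence over baseline measured at the second addition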
TMEM16A inh: TMEM16A chloride channel inhibitors, primary screen, cell-based, HTS. Anoctamin-1 (Mus musculus), Q8BHY3. HEK293 TMEM16A/YFP iodide influx fluorescence, ionomycin. normalized B-score (activity score, 25-100; higher = stronger inhibition) at 10 µM. 310,000 tested, 1.2% active. AID 588511, 2011;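 active means ratio plate-corrected score three or more library SD toward inhibition, starting fluorescence score within five deviations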;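 further: score derived from kinetic fluorescence span divided by baseline fluorescence per well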
KCNK9 block: KCNK9 potassium channel inhibitors, primary screen, HEK293 cells, thallium flux; Potassium channel subfamily K member 9 (Homo sapiens), Q9NPC2; B-score at 10 µM; FluxOR thallium flux fluorescence; hits give low values; AID 488922, 2010; 310,000 tested, 1.2% active;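 active means ratio B-score over 3 SD below the library mean, with starting fluorescence within 5 SD of its mean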;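 further: negative B-score means less thallium flux so channel inhibition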
KCNQ1 act: potentiators or activators of KCNQ1 channel, primary screen, cell-based, thallium flux, high-throughput; 310,000 tested, 0.35% active; CHO-K1 KCNQ1, thallium flux FluxOR fluorescence; hits give high values; B-score at 10 µM; Potassium voltage-gated channel subfamily KQT member 1 (Homo sapiens), P51787; AID 2648, 2010;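 active means fluorescence ratio B-score, a plate-corrected score, at least three library SD, with initial intensity B-score within 5 SD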
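System: CHO-K1 cells stably expressing KCNQ1 / Medium: assay buffer for compound exposure, DMSO matched across wells / Reagent: thallium- and potassium-containing depolarizing buffer / Compound: one concentration, matched DMSO / Incubation: 20 min compound pretreatment at room temperature / Measured by: kinetic FluxOR fluorescence, 10 s baseline plus 110 s post-stimulus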
RGS4 block: RGS4 inhibitors, primary screen, cell-based, HEK293 M3R inducible RGS4, calcium flux; Regulator of G-protein signaling 4 (Homo sapiens), P49798; Fluo-4 calcium flux; hits give high values; triggered by carbachol at its EC20; B-score at 10 µM; 310,000 tested, 0.45% active;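 active means B-score, a plate-corrected calcium signal, over three deviations above library mean, with baseline fluorescence within five deviations of library mean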;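 further: RGS4 expression induced by doxycycline in cells with stable M3 receptor; B-score is computed from the integrated fluorescence ratio over baseline after carbachol; higher B-score means a larger calcium signal and so more RGS4 inhibition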
Numbers without * were called inactive; i = inactive; / = not tested or not shown.

Results follow in this order: TMEM16A inh | MrgX1 agonist | MrgX1 PAM | RGS4 block | hERG protect | TMEM16A act | KCNQ1 act | KCNK9 block | KCNQ1 block | KCNK3 block | RGS4 pot
N#CC1=C(N)Oc2nc[nH]c(=O)c2C1c1cccs1 (centres undefined)
  i | i | i | i | -4 | i | i | i | i | i | i
O=C(CCl)NC1CCCc2ccccc21 (centres undefined)
  i | i | i | i | 0 | i | i | i | i | i | i
COc1ccc(-c2nnc(N)s2)cc1
  i | i | i | / | / | i | / | / | / | i | /
CC(C)C(NS(=O)(=O)c1cccc2nsnc12)C(=O)Nc1nccs1 (centres undefined)
  i | i | i | i | -6 | i | i | i | i | i | i
Cc1nc2nc3c(cn2n1)C(=O)CC(C)(C)C3
  / | / | / | i | -8 | i | i | i | i | i | i
COc1ccc(/C=N/N=C2\SC(CC(=O)O)C(=O)N2c2ccccc2)cc1 (centres undefined)
  i | i | i | i | 1 | i | i | i | i | i | i
CC(C)(C)OC(=O)C(Cc1ccc(OC(C)(C)C)cc1)NC(=O)CNC(=O)CNC(=O)OCc1ccccc1 (centres undefined)
  i | i | i | i | -12 | i | i | i | i | i | i
COc1ccccc1OCc1ccc(C(=O)NN)o1
  i | i | i | i | -3 | i | i | i | i | i | i
CN(C)CCCN(C(=O)c1ccc(Br)s1)c1nc2cc3c(cc2s1)OCCO3
  i | i | i | i | -19 | i | i | i | i | i | i
Cc1ccc2c(c1)CCCN2C(=O)c1ccc2c(c1)OCO2
  i | i | i | i | -14 | i | i | i | i | i | i
Cn1nnnc1SCC(=O)N1CCN(c2cccc(Cl)c2)CC1
  i | i | i | i | -6 | i | i | i | i | i | i
COc1ccc(C2=Nc3ccc(C)cc3C(c3ccccc3)N2CC(=O)NN)cc1 (centres undefined)
  i | i | i | i | -11 | i | i | i | i | i | i
Cc1ccc(C(=O)CN(CCCC(N)=O)C(=O)c2ccncc2)cc1
  i | i | i | / | / | i | / | / | / | i | /
C=C(C)Cn1c(CCNC(=O)CCC)nc2ccccc21
  i | i | i | i | -4 | i | i | i | i | i | i
COc1ccc(NS(=O)(=O)c2cccc3cccnc23)cc1
  i | i | i | i | -6 | / | i | i | i | i | i
O=C(COC(=O)C1=NNC(=O)CC1)NCCc1ccccc1
  i | i | i | i | -12 | i | i | i | i | i | i
COc1ccc(Br)cc1C(=O)Nc1cccc(-c2nnc(-c3ccco3)o2)c1
  i | i | i | i | -4 | i | i | -12* | i | i | i
COc1ccc(NC(=O)c2cc(S(=O)(=O)N3CCCC3)c[nH]2)cc1
  i | i | i | i | -10 | i | i | i | i | i | i
CCOC(=O)Nc1ccc(OCc2nnc3c4ccccc4c(C)nn23)cc1
  i | i | i | i | -18 | i | i | i | i | i | i
Cc1cc(C)c(OCC(=O)OCC(=O)N(C)C2CCS(=O)(=O)C2)c(C)c1 (centres undefined)
  i | i | i | i | -14 | i | i | i | i | i | i
Cc1ccc(-c2[nH]nc3c2C(C)C(C#N)=C(N)O3)cc1 (centres undefined)
  i | i | i | i | -12 | i | i | i | i | i | i
C#CCSc1nnc(-c2cccc3ccccc23)o1
  i | i | i | i | -12 | i | i | i | i | i | i
COc1cc2c(cc1OC)CN(C(=O)c1ccc(OC)c(S(=O)(=O)N3CCOCC3)c1)CC2
  i | i | i | i | -3 | i | i | i | i | i | i
COc1ccc2c(c1)c(C(=O)N/N=C/c1cn(C)c3ccccc13)c(C)n2C
  i | i | i | i | -17 | i | i | -9.4* | i | i | i
CN1C(=O)NC(c2ccccc2)(C(F)(F)F)S/C1=C(/C#N)c1nnc(N2CCOCC2)n1-c1ccccc1 (centres undefined)
  i | i | i | i | -13 | i | i | i | i | i | i
CCCC(=O)NC(=S)Nc1cccc(Cl)c1N1CCCC1
  i | i | i | i | -4 | i | i | i | i | i | i
CC12CC(NC(=O)N1c1ccc(C(=O)N3CCN(c4ccc(F)cc4)CC3)cc1)c1ccccc1O2 (centres undefined)
  i | i | i | i | -14 | i | i | i | i | i | i
CCn1c(=O)c2c(O)cc(=O)oc2c2ccccc21
  i | i | i | i | -13 | i | i | i | i | i | i
c1ccc(CCc2nc(-c3ccncc3)no2)cc1
  i | i | i | i | -1 | i | i | i | i | i | i
CCOC(=O)C1(CCc2ccccc2)CCN(Cc2ccc(O)cc2)CC1
  i | i | i | i | -31 | i | i | i | i | i | i
Cc1cccc2cc(C#N)c(SCC(=O)N3CC(=O)Nc4ccccc43)nc12
  i | i | i | i | -13 | i | i | i | i | i | i
CCCCn1c(SCC(=O)OCC)nc2c(sc(=S)n2-c2ccccc2OC)c1=O
  i | i | i | i | -3 | i | i | i | i | i | i
Clc1ccc(Nc2ncnc3c2nnn3Cc2ccccc2)cc1
  i | i | i | i | -4 | i | i | i | i | i | i
COc1ccc2c(c1)C(=O)N(c1ccc(C)cc1C)C(=O)C2(C)C
  i | i | i | i | -5 | i | i | i | i | i | i
C[C@H]1CN=C(Nc2ccccc2)N1CCCC1CCCC1
  i | i | i | i | -4 | i | i | i | i | i | i
CN1CCN(C(=O)/C=C/c2ccc3c(c2)OCO3)CC1
  i | i | i | i | -5 | i | i | i | i | i | i
Cn1nnnc1Sc1ccc([N+](=O)[O-])cc1Cl
  i | i | i | i | -12 | i | i | i | i | i | i
CC(NC(=O)Nc1nnc(C(F)(F)F)s1)N1C(=O)C2C3C=CC(C3)C2C1=O (centres undefined)
  i | i | i | i | -4 | i | i | i | i | i | i
CC1(C(=O)O)CCC(C(=O)N2CCCCC2)C1(C)C (centres undefined)
  i | i | i | i | -9 | i | i | i | i | i | i
COCCNC(=S)NNc1cccc(C(=O)O)c1
  i | i | i | i | -3 | i | i | i | i | i | i
CC1CCCCN1C(=O)CCn1c(=S)oc2ccccc21 (centres undefined)
  i | i | i | i | -6 | i | i | i | i | i | i
COc1ccccc1NC(=O)C(=O)NCC1CCCN1S(=O)(=O)c1cccs1 (centres undefined)
  i | i | i | i | -16 | i | i | i | i | i | i
O=C(Cc1ccccc1)Nc1cccc(C(=O)N/N=C/c2ccco2)c1
  i | i | i | i | -7 | i | i | i | i | i | i
CCc1ccc(NC(=O)CSc2nc(=O)n(CCN(C)C)c3c2CCCC3)cc1
  i | i | i | i | -15 | i | i | i | i | i | i
CCOC(=O)Cn1c(=O)oc2cc(S(=O)(=O)N3CCCC(C)C3)ccc21 (centres undefined)
  i | i | i | i | -7 | i | i | i | i | i | i
CCc1ccccc1-n1nnc(-c2ccccc2)n1
  i | i | i | i | -6 | / | i | i | i | i | i
COc1ccc(-c2noc(CN3CCN(c4ccccc4)CC3)n2)cc1
  i | i | i | i | -1 | i | i | i | i | i | i
COc1cc(/C=C/C(=O)OCC(=O)Nc2cccc(Oc3ccccc3)c2)ccc1O
  i | i | i | i | -6 | i | i | i | i | i | i
CN(Cc1ccccc1F)C(=O)c1sccc1-c1ccccc1
  i | i | i | i | -12 | i | i | i | i | i | i
COc1ccc(CNC(=O)C2CCN(S(=O)(=O)N3CCC4(CC3)OCCO4)CC2)c(OC)c1
  i | i | i | i | -12 | i | i | i | i | i | i
CC1(C)CC(NS(=O)(=O)c2ccc(F)cc2)CC(C)(C)N1
  i | i | i | i | -4 | i | i | i | i | i | i
CC1(C)Cc2c(cnn2-c2ccccc2)C(NC(=O)c2ccc[n+]([O-])c2)C1 (centres undefined)
  i | i | i | i | -9 | i | i | i | i | i | i
CC[C@@H](C)C(NC(=O)OC(C)(C)C)c1cn([C@@H](CCCCNC(=O)OC(C)(C)C)C(=O)N2CCN(C(=O)OC(C)(C)C)CC2)nn1 (some centres undefined)
  i | i | i | i | -3 | i | i | i | i | i | i
CCCCN1C(N)=NC[C@@H]1CC1CCCCC1
  i | 37* | i | i | -8 | i | i | i | i | i | i
O=C(c1ccccc1)N1CCN(Cc2ccccc2Br)CC1
  i | i | i | / | / | i | / | / | / | i | /
CCOC(=O)c1c(NC(=O)CCl)sc(C(=O)N(CC)CC)c1C
  i | i | i | i | -2 | i | i | i | i | i | i
Cc1ccc(N(CCC(=O)NC(C)(C)C)S(=O)(=O)c2ccc(C)cc2)cc1
  i | i | i | i | -6 | i | i | i | i | i | i
Cc1[nH]n(-c2ccccc2)c(=O)c1-c1ccccc1
  i | i | i | i | -4 | i | i | i | i | i | i
CCC(C)Sc1nnc(NC(=O)c2ccco2)s1 (centres undefined)
  i | i | i | i | -6 | i | i | i | i | i | i
CCOC(=O)C1=C(O)CSC1=Nc1cccc(Cl)c1
  i | i | i | i | -11 | i | i | i | i | i | i

(cont.)
Results follow in this order: TMEM16A inh | MrgX1 agonist | MrgX1 PAM | RGS4 block | hERG protect | TMEM16A act | KCNQ1 act | KCNK9 block | KCNQ1 block | KCNK3 block | RGS4 pot
O=C(O)CNC(=O)C(Cc1ccccc1)NC(=O)OCc1ccccc1 (centres undefined)
  i | i | i | i | -8 | i | i | i | i | i | i
O=C(NC1CCS(=O)(=O)C1)c1ccc(S(=O)(=O)N2CCCC2)cc1 (centres undefined)
  i | i | i | i | -10 | i | i | i | i | i | i
CCOc1ccc(N(CC(=O)Nc2ccccc2OCC)S(=O)(=O)c2c(C)noc2C)cc1
  i | i | i | i | -5 | i | i | i | i | i | i
CCCCNC(=S)N=Nc1c(O)[nH]c2ccccc12
  i | i | i | i | -8 | i | i | i | i | i | i
COc1ccccc1N1CCN(/N=C/C(Cl)=C/c2ccccc2)CC1
  i | i | i | i | -5 | i | i | i | i | i | i

Screening data as filed in PubChem BioAssay.

Compounds as they come; 6.3% or so of the library scored in one or more.
